CAL PDZ FP-1 – blocks peptide binding to the human CAL PDZ domain. Q9HD26. purified CAL PDZ, TMR-peptide fluorescence polarization, 1 h. inhibition, % at 24.9 µM. 300,000 tested, 0.92% active. AID 602252;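 active means mean inhibition of at least 30% with at least half of replicates also reaching 30%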;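 further: 0% = DMSO neutral control and 100% = excess unlabeled competitor peptide PRC23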
V-ATPase pH – alters yeast V-ATPase proton transport. 350,000 tested, 0.37% active. S. cerevisiae, pHLuorin cytosolic pH fluorescence. response, % at 10 µM; in the data active means response mostly above about 7.3%, no sharp cut-off; inactive means mostly below about 5.4%; further: actives read high; inactives centre near 0; some compounds called inactive have numbers as strong as hits; reference of the scale not given here
DAGLB inhibitor – diacylglycerol lipase beta (human) inhibition. Q8NCG7. HEK293T DAGLB membrane lysate, EnzChek fluorogenic substrate. inhibition, % at 5.17 µM. 340,000 tested, 0.059% active. AID 504411; in the data active means inhibition above about 34%;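 further: 0% = enzyme with vehicle and 100% = wells lacking enzyme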
Cardiac RTF inh – cardiac RTF calcium desensitization; AID 493244; IANBD-labeled cardiac RTF, Ca2+ fluorescence; inhibition, % at 7.15 µM; 340,000 tested, 0.12% active; P19429+P45379;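 active means inhibition above the mean inhibition of all tested compounds plus 3 SD, cut at about 17% in these data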;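 further: assay run at fixed EC70 calcium of 1.6 mM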
Keap1-Nrf2 PPI – inhibitors of human Keap1-Nrf2 protein-protein interaction. inhibition, % at 9.4 µM. Q14145. Keap1 Kelch-Nrf2 peptide fluorescence polarization, 1536-well. 340,000 tested, 0.15% active; in the data active means inhibition above about 12%;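 further: human Keap1 Kelch domain with fluorescein labeled Nrf2 9mer peptide probe; 0% = neutral control wells and 100% = peptide positive control; higher means more block of Keap1 binding to Nrf2 peptide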
LANA DNA inh – KSHV C-LANA DNA binding inhibition | MBP-C-LANA/FAM-LBS DNA binding, fluorescence polarization | inhibition, % at 9 µM | 340,000 tested, 0.078% active | AID 504423;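 active means highest replicate inhibition at or above 60% at 9 µM, even if other replicates fall short; inactive means all replicates below 60% inhibition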;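 further: 0% = neutral control wells and 100% = 4 µM acridine orange control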
NSD2 inh – inhibitors of human histone methyltransferase NSD2. NSD2 peptide methylation, AlphaScreen, 120 min. inhibition, % at 12.5 µM. 310,000 tested, 0.54% active. AID 743445; in the data active means inhibition above about 50%
CAL PDZ FP-2 – human CAL PDZ-peptide interaction inhibition | Q9HD26 | purified CAL PDZ, TMR-peptide fluorescence polarization, 1 h | inhibition, % at 20 µM | 330,000 tested, 0.02% active | AID 504414;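 active means highest replicate inhibition of at least 40%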;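 further: plate controls were DMSO neutral control wells for no effect and unlabeled competitor peptide control wells for full effect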
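System: purified tagged CAL PDZ domain construct (CerCALP). Schedule: 1 h incubation at room temperature before polarization reading. Medium: 25 mM sodium phosphate pH 7.4, 150 mM NaCl, TCEP, IgG, Thesit. Read-out: percent inhibition from loss of millipolarization. Measured by: FP readout, S and P plane fluorescence. Probe or stimulus: fluorescent TMR peptide probe.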
Arr AP2 block – inhibitors of human beta-arrestin and AP2 interaction. FITC-arrestin peptide / GST-AP2 beads, flow cytometry; AP2 beta2 appendage carries R879A mutation. inhibition, % at 10 µM. 340,000 tested, 0.31% active. AID 504490;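 active means inhibition above a set limit, near 3 SD of compounds lacking own fluorescence, cut at about 54% in these data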;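 further: plate controls were DMSO wells for no effect and 5 µM unlabelled arrestin peptide for full effect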
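Test system: GST-tagged AP2 beta2-adaptin appendage (R879A) on 4 µm glutathione beads; also added: fluorescein-tagged arrestin peptide at 50 nM final; timing: 12 min plus 1 h, RT; signal: flow cytometry, FL1 (488/535 nm); read-out: percent drop in bead-associated FITC signal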
DSG3 Ab inh – blocks pemphigus antibody binding to human desmoglein-3. DSG3-coupled beads, scFv-anti-DSG3-GFP binding, flow cytometry; hits give low values. binding (percent of control), % at 10 µM. 310,000 tested, 0.48% active;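 active means binding more than 3 SD below its plate's average and above zero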;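 further: hits lower antibody fragment binding to DSG3; some compounds called inactive have numbers as strong as hits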
Target sequence (P32926 whole entry, looked up, the tested form may be a part): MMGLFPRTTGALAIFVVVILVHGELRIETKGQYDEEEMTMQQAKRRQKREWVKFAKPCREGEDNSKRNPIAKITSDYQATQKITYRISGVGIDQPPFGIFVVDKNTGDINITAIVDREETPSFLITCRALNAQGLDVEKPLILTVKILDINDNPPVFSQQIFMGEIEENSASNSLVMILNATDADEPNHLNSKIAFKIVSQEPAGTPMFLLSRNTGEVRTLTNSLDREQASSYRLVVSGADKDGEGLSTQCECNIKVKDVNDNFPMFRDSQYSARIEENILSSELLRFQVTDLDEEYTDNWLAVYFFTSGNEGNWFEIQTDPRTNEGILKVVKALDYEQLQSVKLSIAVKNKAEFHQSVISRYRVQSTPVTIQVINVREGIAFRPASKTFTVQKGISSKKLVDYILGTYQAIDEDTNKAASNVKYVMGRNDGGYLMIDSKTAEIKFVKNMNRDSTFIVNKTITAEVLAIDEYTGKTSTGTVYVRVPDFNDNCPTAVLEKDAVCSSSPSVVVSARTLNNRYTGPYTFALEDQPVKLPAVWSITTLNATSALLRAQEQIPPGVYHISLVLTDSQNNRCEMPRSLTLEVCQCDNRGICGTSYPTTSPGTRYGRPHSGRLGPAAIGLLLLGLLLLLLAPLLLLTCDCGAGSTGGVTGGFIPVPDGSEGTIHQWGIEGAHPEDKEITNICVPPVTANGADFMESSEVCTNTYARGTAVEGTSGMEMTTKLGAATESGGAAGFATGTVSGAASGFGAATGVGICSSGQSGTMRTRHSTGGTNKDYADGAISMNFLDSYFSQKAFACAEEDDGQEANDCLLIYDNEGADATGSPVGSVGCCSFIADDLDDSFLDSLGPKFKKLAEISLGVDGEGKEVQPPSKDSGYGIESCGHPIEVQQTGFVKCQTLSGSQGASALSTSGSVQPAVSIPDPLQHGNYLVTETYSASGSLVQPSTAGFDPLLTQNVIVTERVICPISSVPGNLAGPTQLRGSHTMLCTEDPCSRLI
Starred values were filed as active, the others as inactive. Not all compounds are listed; count on the stated rates, not on these rows.

`CC1CCN(S(=O)(=O)N2CCC(C(=O)N3CCC(N(C)CC4CCCO4)CC3)CC2)CC1` (configuration not stated) gave V-ATPase pH -2.6, DAGLB inhibitor 2.8, Cardiac RTF inh -6.7, Keap1-Nrf2 PPI 4.7, LANA DNA inh -0.3, CAL PDZ FP-2 -0.8, Arr AP2 block -3.1 and DSG3 Ab inh 105.4.
For CC1=NN(C(=O)c2ccc(Cn3cc([N+](=O)[O-])cn3)cc2)C(O)(C(F)(F)F)C1 (configuration not stated) the results were CAL PDZ FP-1 5.0, V-ATPase pH 3.1, DAGLB inhibitor -0.6, Cardiac RTF inh 5.1, Keap1-Nrf2 PPI -0.4, LANA DNA inh -0.5, NSD2 inh -1.7, CAL PDZ FP-2 -2.1 and Arr AP2 block 1.6.
`CCOC(=O)c1c(C)[nH]c(C)c1C(=O)CSc1nc(N)cc(N)n1` gave CAL PDZ FP-1 -2.2, V-ATPase pH 1.8, DAGLB inhibitor -1.6, Cardiac RTF inh -5.9, Keap1-Nrf2 PPI -5.8, LANA DNA inh -1.4, NSD2 inh -3.8, CAL PDZ FP-2 -0.3, Arr AP2 block -3.7 and DSG3 Ab inh 114.8.
For C=CCN1C2CCCC1CC(NC(=S)Nc1cccc(OC)c1)C2 (configuration not stated) the results were CAL PDZ FP-1 19.0, V-ATPase pH 1.9, DAGLB inhibitor -0.5, Cardiac RTF inh -2.9, Keap1-Nrf2 PPI -1.0, LANA DNA inh -1.0, NSD2 inh 7.2, CAL PDZ FP-2 -1.4, Arr AP2 block -15.8 and DSG3 Ab inh 101.3.
CN1C(=O)c2ccc(C(=O)NCc3ccccc3)cc2C1=O was read as CAL PDZ FP-1 -5.2, V-ATPase pH 3.0, DAGLB inhibitor -1.9, Cardiac RTF inh -3.8, Keap1-Nrf2 PPI 1.4, LANA DNA inh -0.1, NSD2 inh -3.2, CAL PDZ FP-2 -2.1, Arr AP2 block 2.1 and DSG3 Ab inh 82.4.
For Cc1ccc(C(=O)OCC(=O)NC(=O)c2ccccc2)o1 the results were V-ATPase pH -1.4, DAGLB inhibitor 1.5, Cardiac RTF inh 1.3, Keap1-Nrf2 PPI -3.6, LANA DNA inh -0.5, NSD2 inh -0.3, CAL PDZ FP-2 0.0, Arr AP2 block 15.0 and DSG3 Ab inh 104.9.
Cc1ccc(NC(=O)C2CC2c2ccccc2)cc1 (configuration not stated) was read as V-ATPase pH -4.1, DAGLB inhibitor -7.9, Cardiac RTF inh 1.3, Keap1-Nrf2 PPI -5.2, LANA DNA inh 0.0, NSD2 inh 13.6, CAL PDZ FP-2 -0.3, Arr AP2 block -10.7 and DSG3 Ab inh 95.2.
Screening c1ccc(-n2ncc(-c3nn[nH]n3)n2)cc1 returned CAL PDZ FP-1 -0.7, V-ATPase pH 3.2, DAGLB inhibitor 1.5, Cardiac RTF inh 1.9, Keap1-Nrf2 PPI -6.4, LANA DNA inh -2.3, NSD2 inh -0.6, CAL PDZ FP-2 -0.9, Arr AP2 block -13.3 and DSG3 Ab inh 100.3.
`Cc1ccccc1NCc1ccccc1O` gave V-ATPase pH -5.7, DAGLB inhibitor -2.3, Cardiac RTF inh -2.3, Keap1-Nrf2 PPI 1.2, LANA DNA inh 0.9, NSD2 inh 6.1, CAL PDZ FP-2 0.1, Arr AP2 block -0.4 and DSG3 Ab inh 106.9.
`CC(C)c1ccc(NC(=O)CSc2nnc(CN3CCOCC3)n2C)cc1` gave CAL PDZ FP-1 -5.1, V-ATPase pH -3.0, DAGLB inhibitor -0.7, Cardiac RTF inh -6.7, Keap1-Nrf2 PPI 4.4, LANA DNA inh -0.5, NSD2 inh 1.6, CAL PDZ FP-2 0.2, Arr AP2 block 32.4 and DSG3 Ab inh 114.2.
`CC(C)C(=O)Nc1ccc(N2CCCC2)c(Cl)c1` gave V-ATPase pH 0.1, DAGLB inhibitor 1.8, Cardiac RTF inh -5.7, Keap1-Nrf2 PPI -7.8, LANA DNA inh -3.5, NSD2 inh 0.2, CAL PDZ FP-2 -1.1, Arr AP2 block -4.6 and DSG3 Ab inh 102.6.
For CCc1ccccc1NC(=O)CN1CCN(C(=O)CCC(=O)N2CCC(c3ccccc3)=N2)CC1 the results were CAL PDZ FP-1 -2.9, V-ATPase pH 0.1, DAGLB inhibitor -1.1, Cardiac RTF inh -6.9, Keap1-Nrf2 PPI 3.6, LANA DNA inh 0.5, NSD2 inh -1.7, CAL PDZ FP-2 0.0, Arr AP2 block 30.4 and DSG3 Ab inh 99.3.
For CCOC(=O)[C@H]1[C@H]2COc3ccccc3[C@@H]2N2C(=O)CN(CC3CCCO3)C(=O)[C@@]12C (some centres not stated) the results were CAL PDZ FP-1 0.5, V-ATPase pH -2.1, DAGLB inhibitor 2.5, Cardiac RTF inh -4.5, Keap1-Nrf2 PPI 3.5, LANA DNA inh -2.8, CAL PDZ FP-2 -0.4, Arr AP2 block 13.7 and DSG3 Ab inh 93.5.
`CCC(=O)NC(c1ccco1)c1cc(Cl)c2cccnc2c1OC` (configuration not stated) gave CAL PDZ FP-1 -0.3, V-ATPase pH -4.2, DAGLB inhibitor -2.2, Cardiac RTF inh -7.3, Keap1-Nrf2 PPI -0.9, LANA DNA inh 2.2, CAL PDZ FP-2 -5.2, Arr AP2 block 8.9 and DSG3 Ab inh 97.7.
`CC(C)C[C@H](NC(=O)Nc1ccc(S(N)(=O)=O)cc1)C(=O)O` gave CAL PDZ FP-1 -3.3, V-ATPase pH 4.6, DAGLB inhibitor -1.3, Cardiac RTF inh 0.6, Keap1-Nrf2 PPI -2.7, LANA DNA inh -0.8, NSD2 inh -1.2, CAL PDZ FP-2 -2.2, Arr AP2 block 1.8 and DSG3 Ab inh 86.1.
O=C1CCc2cc(S(=O)(=O)NCCc3ccccc3)cc3c2N1CC3 was read as CAL PDZ FP-1 -4.8, V-ATPase pH -0.9, DAGLB inhibitor 2.6, Cardiac RTF inh 1.1, Keap1-Nrf2 PPI -6.0, LANA DNA inh -0.7, NSD2 inh -0.6, CAL PDZ FP-2 -2.3, Arr AP2 block 7.9 and DSG3 Ab inh 98.0.
`COc1ccccc1CCNC(=O)C(=O)NCCC1CCCCN1S(=O)(=O)c1cccs1` (configuration not stated) gave CAL PDZ FP-1 0.1, V-ATPase pH -0.2, DAGLB inhibitor 2.0, Cardiac RTF inh -5.7, Keap1-Nrf2 PPI 3.3, LANA DNA inh 0.7, NSD2 inh 0.4, CAL PDZ FP-2 -2.0, Arr AP2 block -7.5 and DSG3 Ab inh 99.3.
For COc1ccc(-n2ccnc2SCC(=O)NC2CCCC2)c(OC)c1 the results were CAL PDZ FP-1 -4.1, V-ATPase pH 0.6, DAGLB inhibitor 1.0, Cardiac RTF inh -2.0, Keap1-Nrf2 PPI -6.7, LANA DNA inh 0.9, NSD2 inh 0.9, CAL PDZ FP-2 -0.9 and Arr AP2 block 12.7.
O=C(Cn1ncc2c(=O)oc3ccccc3c21)N1CCC(N2CCCCC2)CC1 was read as V-ATPase pH -1.4, DAGLB inhibitor 1.7, Cardiac RTF inh -5.0, Keap1-Nrf2 PPI -7.9, LANA DNA inh 0.6, CAL PDZ FP-2 -0.1, Arr AP2 block -1.9 and DSG3 Ab inh 107.8.
Screening CCC1(C)CC2(CCCN(CCC(=O)c3ccccc3)C2)CCO1 (configuration not stated) returned CAL PDZ FP-1 -6.2, V-ATPase pH 1.7, DAGLB inhibitor -1.8, Cardiac RTF inh -4.3, Keap1-Nrf2 PPI -3.8, LANA DNA inh 0.0, NSD2 inh 21.1, CAL PDZ FP-2 0.7, Arr AP2 block 1.9 and DSG3 Ab inh 102.0.
For O=C(CN1CCN(C(=O)CNC(=O)c2ccc3c(c2)OCO3)CC1)Nc1ccccc1Cl the results were CAL PDZ FP-1 18.1, V-ATPase pH -2.9, DAGLB inhibitor 1.3, Cardiac RTF inh 1.2, Keap1-Nrf2 PPI -0.3, LANA DNA inh -1.5, NSD2 inh -4.0, CAL PDZ FP-2 0.0, Arr AP2 block -3.9 and DSG3 Ab inh 106.0.
`CN(C(=O)CSc1nnc(N)s1)C1CCCCC1` gave CAL PDZ FP-1 -0.2, V-ATPase pH 0.7, DAGLB inhibitor 2.9, Cardiac RTF inh -3.7, Keap1-Nrf2 PPI 3.0, LANA DNA inh -1.6, NSD2 inh -0.6, CAL PDZ FP-2 -1.5 and Arr AP2 block 45.3.
CCOc1ccc(S(=O)(=O)N2CCCCC2)cc1NC(=O)C1CCCC1 was read as V-ATPase pH -1.1, DAGLB inhibitor -1.5, NSD2 inh -3.5 and DSG3 Ab inh 100.8.
For Cc1ccc(N2C(=O)N(C(C)C)C(C)(C)CC2(C)O)cc1 (configuration not stated) the results were CAL PDZ FP-1 -3.1, V-ATPase pH -3.8, DAGLB inhibitor -3.8, Cardiac RTF inh 0.5, Keap1-Nrf2 PPI 0.7, LANA DNA inh 0.3, NSD2 inh 0.0, CAL PDZ FP-2 0.3, Arr AP2 block 6.1 and DSG3 Ab inh 110.9.
For Cc1cccc(NC(=S)NCCCN2CCOCC2)c1 the results were CAL PDZ FP-1 -2.9, V-ATPase pH -1.4, DAGLB inhibitor 3.5, Cardiac RTF inh -10.2, Keap1-Nrf2 PPI -2.4, LANA DNA inh -0.3, NSD2 inh -0.7, CAL PDZ FP-2 0.1, Arr AP2 block 4.6 and DSG3 Ab inh 99.3.
`N#C/C(=C\c1ccc(F)cc1)c1nc(-c2ccco2)cs1` gave CAL PDZ FP-1 1.1, V-ATPase pH 0.1, DAGLB inhibitor -18.2, Cardiac RTF inh -7.2, Keap1-Nrf2 PPI -1.4, LANA DNA inh 2.8, NSD2 inh -0.8, CAL PDZ FP-2 -2.5, Arr AP2 block -26.5 and DSG3 Ab inh 89.5.
`COc1ccc(N2C(=O)CN=C2Nc2nc(C)cc(C)n2)cc1` gave CAL PDZ FP-1 -0.3, V-ATPase pH -1.1, DAGLB inhibitor 2.0, Cardiac RTF inh -11.5, Keap1-Nrf2 PPI 3.1, LANA DNA inh 1.3, NSD2 inh -0.7, CAL PDZ FP-2 -1.7 and Arr AP2 block 2.2.
c1ccc(N2CC3COc4ccccc4C3=N2)cc1 (configuration not stated) was read as CAL PDZ FP-1 -0.8, V-ATPase pH -0.6, DAGLB inhibitor -7.2, Cardiac RTF inh -2.7, Keap1-Nrf2 PPI -0.9, LANA DNA inh 0.9, NSD2 inh -10.9, CAL PDZ FP-2 -0.3, Arr AP2 block 1.8 and DSG3 Ab inh 97.1.
`CN(C)/C=C/C(=O)c1ccc2noc(-c3ccccc3)c2c1` gave CAL PDZ FP-1 -3.4, V-ATPase pH 3.4, DAGLB inhibitor 10.9, Cardiac RTF inh -3.6, Keap1-Nrf2 PPI -0.4, LANA DNA inh 1.9, NSD2 inh 0.5, CAL PDZ FP-2 -17.3, Arr AP2 block 6.7 and DSG3 Ab inh 83.9.
